Screens as filed in PubChem.
HCMV antiviral – blocks human cytomegalovirus replication; HFF cells, HCMV-luciferase reporter, 72 h; stronger effect = lower value; activity change, negative = inhibition, % at 57.5 µM; 410,000 compounds, 4.5% hits; AID 1259415; in the data active = activity change below about -60%; inconclusive = no clear call, values can overlap the other calls; inactive = above about -39%
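Two compound doses tested in HFFs infected with HCMV-luciferase, MOI 1 PFU/cell, 72 h at 37C. Lysate luminescence read with OneGlo; data normalized against buffer-only and 10uM Salinomycin inhibitor controls.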
AmpC inh detg – blocks E. coli AmpC beta-lactamase in detergent assay; P00811; AmpC hydrolysis of nitrocefin, absorbance 480 nm, 0.01% Triton; Potency, µM (titrated, usually from 114 µM), inactives show at the top dose activity change, negative = inhibition, most hits filed as inhibitors; 370,000 compounds, 0.041% hits; AID 485294;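 note: potency is the fitted concentration of half-maximal effect; 0% = no-compound wells and -100% = no-enzyme wells; nearly all actives have a fitted effect of over 25% in size; some results filed as inactive show a strong effect at the top dose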
Target sequence (P00811 whole entry, looked up): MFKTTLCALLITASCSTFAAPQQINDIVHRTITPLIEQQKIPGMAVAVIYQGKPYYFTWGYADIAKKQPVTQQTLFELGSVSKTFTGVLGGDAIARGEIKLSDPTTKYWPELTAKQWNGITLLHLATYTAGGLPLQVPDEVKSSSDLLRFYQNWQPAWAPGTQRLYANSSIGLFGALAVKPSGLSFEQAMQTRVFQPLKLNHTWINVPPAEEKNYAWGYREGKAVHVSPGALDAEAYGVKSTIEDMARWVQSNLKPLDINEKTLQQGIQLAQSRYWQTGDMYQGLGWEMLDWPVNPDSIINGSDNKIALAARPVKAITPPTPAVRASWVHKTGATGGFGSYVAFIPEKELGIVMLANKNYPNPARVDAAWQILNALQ
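20 mM phosphate pH 7.0 + 0.01% (detergent screen) or 0.0001% Triton X-100; 5.3 nM AmpC reagent; cpd preinc 15 min RT; nitrocefin (800 uM stock) to start; A480 q20 s × 4 min; Activity was normalised to no-enzyme and no-compound control wells.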
Sm TGR inh – S. mansoni TGR enzyme inhibition; Potency, µM (titrated, usually from 114 µM), without a hit: at the highest dose activity change, negative = inhibition, usual class: inhibitors; AID 485364; 360,000 compounds, 3% hits; purified TGR, DTNB reduction, TNB absorbance 405 nm; note: potency is the fitted concentration of half-maximal effect; nearly all actives have a fitted effect of over 60% in size
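Kinetic colorimetric format: TGR-catalysed, NADPH-driven DTNB reduction monitored via TNB absorbance. Enzyme dispensed at 20 nM; compound exposure 15 min at room temperature before reaction start.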
Giardia FBPA inh – blocks Giardia fructose-bisphosphate aldolase activity; Potency, µM (doses to about 59.6 µM), for the others: top-dose activity, negative = inhibition, hits mostly inhibitors; purified Giardia FBPA; 290,000 compounds, 0.71% hits; AID 2451; note: potency is the fitted concentration of half-maximal effect; nearly all actives have a fitted effect of over 55% in size
Target sequence (A8B2U2 whole entry, looked up): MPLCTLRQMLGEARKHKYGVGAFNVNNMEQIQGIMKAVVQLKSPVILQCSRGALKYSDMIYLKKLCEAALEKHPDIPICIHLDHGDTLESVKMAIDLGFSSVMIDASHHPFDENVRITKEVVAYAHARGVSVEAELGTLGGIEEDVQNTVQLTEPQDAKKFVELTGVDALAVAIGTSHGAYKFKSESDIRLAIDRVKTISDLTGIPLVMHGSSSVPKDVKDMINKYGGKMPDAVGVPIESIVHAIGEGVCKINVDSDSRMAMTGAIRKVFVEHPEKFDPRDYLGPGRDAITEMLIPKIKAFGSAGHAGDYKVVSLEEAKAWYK
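40 nM FBPA preincubated 10 min at RT with compound (up to 57.5 uM final), then substrate plus GAPDH/TPI/NAD/arsenate coupling and diaphorase/resazurin added. Fluorescence read after 20 min at RT, 525/598 nm.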
AMA1 RON2 block – AMA1-RON2 (P. falciparum) interaction inhibition | AlphaScreen AMA1-biotinylated RON2 peptide binding | Potency, µM (highest dose often 58.2 µM), for the others: top-dose activity change, negative = inhibition, actives largely listed as inhibitors | 360,000 compounds, 0.2% hits | AID 720542;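 note: potency is the fitted concentration of half-maximal effect; 0% = vehicle wells and -100% = peptide control; nearly all actives have a fitted effect of over 45% in size; some results filed as inactive show a strong effect at the top dose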
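AMA1 (3D7) with his tag at 25 nM final met compounds first, then biotinylated RON2 peptide at 25 nM; detection used donor plus acceptor beads, 10 µg/mL apiece, read by AlphaScreen after 30 min at room temperature.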
AmpC no deterg – blocks E. coli AmpC beta-lactamase in detergent-free assay. P00811. AmpC nitrocefin hydrolysis, absorbance 480 nm, 0.0001% Triton. Potency, µM (top dose mostly 57.1 µM), for inactives: at the highest dose activity change, negative = inhibition, hits mostly inhibitors. 330,000 compounds, 0.52% hits;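 note: potency is the fitted concentration of half-maximal effect; plate controls were no compound for no effect and no enzyme for full effect; nearly all actives have a fitted effect of over 20% in size; some results filed as inactive show a strong effect at the top dose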
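AmpC (5.3 nM in the dispensed reagent) in 20 mM phosphate pH 7.0 with 0.01% (detergent screen) or 0.0001% Triton X-100 was preincubated with compounds for 15 min at room temperature. Nitrocefin was then added from an 800 uM solution, and hydrolysis was followed at 480 nm.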
* hit, by the source's call; ? = inconclusive; nt = not tested or not shown; [ ] = dose if it differs, or a comment. Unless noted, calls come from the whole dose curve; as a rule, active = well fitted curve in the direction sought with a large enough effect; inconclusive = small, poorly fitted or top-dose-only effect, or another doubt; inactive = no such curve, though single readings can be large; an effect the other way counts as inactive or inconclusive. Unless noted, % is set by controls: 0 for no effect and ±100 for the full control effect. The order is random; about 7.8% have a hit in one of these screens.

SMILES | HCMV antiviral | AmpC inh detg | Sm TGR inh | Giardia FBPA inh | AMA1 RON2 block | AmpC no deterg
CCC(C)C(NC(C)=O)C(=O)NC(=O)NC(c1ccccc1)c1ccccc1 (centres undefined) | -3 | 2% | 7% | 2% | 0% | 71%[activator]
O=C(COc1ccccc1)NCCSCc1ccco1 | -4 | -3% | 25µM* | 3% | -13% | -18%
Cc1ccc(-n2nc(C(=O)N(C)c3ccc(C)c(C)c3)c3c4ccccc4n(C)c3c2=O)cc1 | -1 | 0% | 8% | nt | nt | nt
CCCCCc1cc(=O)c2ccccc2o1 | 43 | nt | nt | nt | 10% | -11%
COc1ccc(C(C)=O)cc1Cn1nc(C)c([N+](=O)[O-])c1C | -23 | ? | 2% | -1% | 39%[activator] | -8%
O=C(NCc1cccc(Cl)c1)c1ccc(S(=O)(=O)Nc2cccc(C(F)(F)F)c2)cc1 | -35 | -16% | -9% | -5% | 15% | -5%
Cc1nn(C)cc1CNC(=O)COc1ccc(Cl)cc1Cl | 23 | -4% | -1% | 0% | 1% | -4%
O=C(COc1ccc(S(=O)(=O)NC2CCCCC2)cc1Cl)Nc1ccc2c(c1)OCO2 | -16 | 1% | -2% | -1% | 0% | -23%
O=C(c1cccs1)N1CCN=C1SCc1cccnc1 | -23 | -3% | -1% | 11% | 12% | -13%
CN1CCCC(n2nc(Cc3ccc(Cl)cc3)c3ccccc3c2=O)CC1 (centres undefined) | ? | nt | nt | -1% | -19% | nt
Cc1cc(C)n(Cc2ccccc2F)c(=O)c1C#N | -28 | 4% | 3% | 4% | 2% | -5%
O=C(CCSc1ccccc1)Nc1ccccc1C(=O)N1CCCC1 | 7 | 19% | 10% | 1% | -13% | -1%
CCC(C)(C)NC(=O)C(c1ccccn1)N(C(=O)c1csnn1)c1ccccc1 (centres undefined) | -9 | 4% | 9% | 1% | 33%[activator] | -19%
COc1ccc(-c2csc3nc(-c4ccccc4OC)oc(=O)c23)cc1 | -69* | 0% | nt | -6% | -12% | -22%
O=C(NCc1ccc(Cl)cc1)C1CCCN(C(=O)c2cnn(-c3ccc(F)cc3)c2-n2cccc2)C1 (centres undefined) | 25 | 3% | -4% | nt | nt | nt
Cc1ccccc1-n1ncc2c1CC(C)(C)CC2NC(=O)c1snnc1C (centres undefined) | -23 | -15% | -19% | 7% | 24% | 32%
Cc1nn(-c2ccccc2)c(C)c1C(=O)Nc1ccc(N2CCOCC2)cc1 | -31 | 3% | -5% | 0% | -3% | 28%
Cc1nc2cc(F)ccc2n1C1CCN(C(=O)c2ccc(F)cc2F)CC1 | -5 | 5% | 12% | 1% | -12% | 48%
Cc1c(NC(=O)C(C)OC(=O)Cc2ccccc2)c(=O)n(-c2ccccc2)n1C (centres undefined) | 5 | -8% | -20% | 3% | 1% | -1%
Cc1ccc(CC2C(=O)N(c3cc(Cl)ccn3)C(=O)C2C)cc1 (centres undefined) | 34 | -1% | -15% | 2% | 10% | 0%
CCCc1cc(=O)oc2cc(OCc3ccc(C(=O)O)cc3)ccc12 | -7 | 2% | -1% | 9% | -12% | -22%
COc1ccc(N=C2NC(=O)/C(=C\c3ccco3)S2)cc1 | ? | 5% | 28µM* | -4% | -11% | -40%
Cc1cc(C)n2nc(SCc3ccc(F)cc3Cl)nc2n1 | -13 | -1% | 0% | -2% | -2% | 67%[activator]
CC(=O)Nc1ccc(CN2CCCCCCC2)cc1 | -8 | 8% | 8% | 27% | -19% | -21%
CCOc1ccc(S(=O)(=O)Nc2ccc(C(=O)NCC(C)(C)N3CCOCC3)cc2)cc1 | -22 | 0% | 0% | nt | ? | -3%
SMILES | HCMV antiviral | AmpC inh detg | Sm TGR inh | Giardia FBPA inh | AMA1 RON2 block | AmpC no deterg
Cc1cccc(C(=O)OC2CCOC2=O)c1O (centres undefined) | -23 | ? | -1% | -7% | 4% | -17%
CCCCn1c(N)c(N(CCC(C)C)C(=O)C2=NN(c3ccccc3)C(=O)CC2)c(=O)[nH]c1=O | 0 | -12% | -4% | nt | 0% | -7%
O=C(O)CSc1cc(C(=O)c2cc(F)ccc2O)cn2c(=O)c3c(-c4ccccc4)csc3nc12 | 4 | 2% | ? | 19% | 9% | -41%
CN(C)c1cccc(C(=O)OCC(=O)c2ccc[nH]2)c1 | 10 | ? | -7% | nt | -8% | -15%
Cc1ccc(OCCSc2nnc(-c3cccs3)o2)cc1Cl | -13 | -7% | 5% | nt | nt | nt
CCC(C)c1ccccc1NC(=O)c1cccc(-n2cnnn2)c1 (centres undefined) | ? | nt | nt | nt | 22% | -19%
O=C(c1cccc(F)c1)N1CCN=C1SCc1cccnc1 | 34 | 4% | -4% | 2% | 17% | -5%
CCc1ccccc1NC(=S)N(Cc1cccnc1)Cc1ccco1 | -31 | -5% | -2% | 5% | -11% | -10%
Cc1nn(Cc2c(F)c(F)c(F)c(F)c2F)c(C)c1NC(=O)c1nn(C)c(C)c1Br | -13 | -12% | -30% | nt | -13% | 45%
Cn1c(SCC(=O)NC2CC2)nnc1-c1ccccn1 | 94 | -11% | 5% | nt | -15% | -6%
COC(=O)C1=C(C(C)=O)C(c2ccc(C(=O)OC)cc2)n2nnnc2N1 (centres undefined) | 43 | -16% | -19% | 3% | -1% | -18%
O=C(NCCNS(=O)(=O)c1ccccc1)N1CCOCC1 | 23 | ? | 9% | 3% | -2% | -12%
CCc1nnc(NC(=O)C2CCC(CNc3c(N4CCCCC4)c(=O)c3=O)CC2)s1 (centres undefined) | -4 | -4% | 2% | 5% | 9% | 1%
Nc1nc(CSc2nc3ccccc3s2)nc(N2CCOCC2)n1 | 5 | -14% | nt | 1% | -9% | 7%
O=[N+]([O-])c1ccc(Cl)cc1 | 0 | -4% | -3% | nt | -7% | -7%
Cc1cc(C)c2c(NC(=O)c3ccccc3Cl)c(C(=O)NCc3ccc(Cl)cc3)sc2n1 | -38 | -3% | -5% | nt | nt | nt
O=C(c1ccc(F)cc1Cl)N(c1ccccn1)C1CCCCC1 | 84 | -3% | -9% | 3% | -17% | -11%
CC1(C)NC(=O)N(CCOCCSc2ccccc2)C1=O | 10 | ? | -3% | 1% | -1% | -2%
Cc1ccc(-n2nnnc2C(Cl)c2nnnn2-c2ccc(C)cc2)cc1 | -26 | -6% | 25µM* | 3% | 14% | -31%
Cc1ccc(S(=O)(=O)N(CC(=O)c2ccc(Cl)cc2)C(=O)N2CCN(C)CC2)cc1 | -13 | ? | 6% | nt | -3% | -12%
CNS(=O)(=O)c1cc(NC(=O)CCNC(=O)c2ccco2)ccc1C | -32 | -15% | -12% | -10% | 0% | -6%
CN(c1ccccc1)S(=O)(=O)c1ccc(Cl)c(C(=O)Nc2ccncc2)c1 | -26 | 6% | -3% | nt | 2% | -36%
Cc1c(Cc2ccccc2)c(=O)oc2c(C)c(OCC(=O)NCC3CCC(C(=O)O)CC3)ccc12 (centres undefined) | 12 | ? | 8% | 4% | 10% | -29%
COc1ccccc1-c1nc(SCC(=O)c2ccccc2)n[nH]1 | 41 | 22% | 5% | nt | nt | nt
CCOC(=O)N1CCC(NS(=O)(=O)c2ccccc2)CC1 | 11 | 5% | 45µM* | 0% | -8% | -6%

A draw from above in order of length of the SMILES, rising:
SMILES | HCMV antiviral | AmpC inh detg | Sm TGR inh | Giardia FBPA inh | AMA1 RON2 block | AmpC no deterg
O=[N+]([O-])c1ccc(Cl)cc1 | 0 | -4% | -3% | nt | -7% | -7%
Cn1c(SCC(=O)NC2CC2)nnc1-c1ccccn1 | 94 | -11% | 5% | nt | -15% | -6%
CCOC(=O)N1CCC(NS(=O)(=O)c2ccccc2)CC1 | 11 | 5% | 45µM* | 0% | -8% | -6%
O=C(c1ccc(F)cc1Cl)N(c1ccccn1)C1CCCCC1 | 84 | -3% | -9% | 3% | -17% | -11%
Cc1cc(C)c2c(NC(=O)c3ccccc3Cl)c(C(=O)NCc3ccc(Cl)cc3)sc2n1 | -38 | -3% | -5% | nt | nt | nt

(continued)
SMILES | HCMV antiviral | AmpC inh detg | Sm TGR inh | Giardia FBPA inh | AMA1 RON2 block | AmpC no deterg
CCCOc1nc2c(c(=O)n(C)c(=O)n2C)n1CC | nt | -12% | 0% | 6% | nt | 0%
NCCNc1cc(N2CCCC2)ccc1[N+](=O)[O-] | -36 | 10% | 0% | 1% | -18% | -30%
Cc1ccc(C)c(N(C(=O)CCC(=O)Nc2cc(C)on2)C(C(=O)NC2CCCC2)c2ccco2)c1 (centres undefined) | 16 | ? | -5% | 13% | 0% | 1%
O=C(NCCCCc1ccccc1)C1CC(c2ccc(C(F)(F)F)cc2)=NO1 (centres undefined) | -2 | -7% | 11% | 2% | 2% | 1%
Cc1ccc(NC(=O)CSCC#N)cc1Cl | 68 | 2% | -26% | -2% | -1% | -29%
CCOc1ccc(-n2c(=O)cc(N3CCN(c4ccccc4)CC3)[nH]c2=O)cc1 | 2 | 0% | 1% | 0% | -8% | -3%
CCOc1ncccc1C(=O)Nc1ncc(C)s1 | -4 | 3% | 8% | -8% | -7% | -14%
COC(=O)CSc1nsc(SCC(=O)OC)n1 | 16 | 7% | 21% | 5% | 1% | -10%
Cc1cc(/C=C2\SC(=S)N(Cc3ccco3)C2=O)c(C)n1-c1cccnc1 | 4 | -1% | 0% | -15% | -7% | -22%
Cn1c2ccccc2c2cc(/C=N/NC(=O)c3ccc(O)cc3O)ccc21 | nt | -9% | 6% | -11% | 103%[activator] | -46%
c1ccc(-c2csc(N3CCOCC3)n2)cc1 | 49 | -1% | -10% | -1% | -20% | -16%
COc1ccc(-n2c(COc3ccc(C)cc3)nnc2SCC(N)=O)cc1 | 6 | -5% | -35% | -1% | 14% | 47%
CCN1CCN(S(=O)(=O)c2ccc3c(c2)NC(=O)CS3)CC1 | -36 | ? | -1% | 7% | 8% | -10%
O=C(COC(=O)c1ccc2ncsc2c1)Nc1cc([N+](=O)[O-])ccc1Cl | 105 | 4% | 3% | nt | -5%[11.6 µM] | -18%
CCOC(=O)c1cccc(-n2c(C)nc3ccccc3c2=O)c1 | 20 | 0% | 1% | 0% | 2% | -3%
COC(=O)[C@H](CCSC)NC(=O)Nc1cc(OC)cc(OC)c1 | -3 | 0% | -25% | 1% | -6% | -12%
O=c1[nH]n(-c2ncnc3c2cnn3-c2ccccc2)c(=O)c2ccccc12 | ? | ? | 2% | 1% | 39%[activator] | -35%
Cn1c(CCNC(=O)c2ccc(F)cc2)nc2ccccc21 | -13 | -7% | 13% | 2%[12.9 µM] | 3% | -11%
Cc1cccc(C)c1OCc1cc(C(=O)N2CCC(c3ccccc3)CC2)no1 | 37 | -10% | -5% | nt | 14% | -1%
COCc1cc(C)nc(SC)c1C#N | -10 | -6% | nt | 3% | -1% | -2%
CC(C)(CO)NC(=O)CCCOc1ccc(Cl)cc1Cl | 43 | -6% | -9% | 0% | -2% | 31%
NCCCCCC(=O)N/N=C/c1coc2ccccc2c1=O | 32 | 3% | -35% | 0% | 58%[activator] | -20%
CCC/C=N/NC(=O)c1cc(-c2ccccc2)nc2ccccc12 | -11 | -5% | -16% | 5% | 1% | -49%
